KAT2A inh – blocks human GCN5L2 histone acetyltransferase | GCN5L2 HAT assay, ThioGlo1 CoA-SH fluorescence | Potency, µM (doses to about 58.9 µM), for inactives: at the top dose activity change, negative = inhibition, actives largely listed as inhibitors | 390,000 tested, 0.21% active
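Free CoA generated was detected with ThioGlo1 (50uM) fluorescence at Ex340nm/Em540nm, read immediately and after 20 min at room temperature. Enzyme, 20 nM in HEPES pH 7.5 buffer, saw compounds 15 min before adding 75uM H3(1-25) peptide and 70uM acetyl-CoA.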
N370S GC – N370S glucocerebrosidase modulation, Gaucher chaperone candidate; N370S GC spleen homogenate, 4MU-glucoside fluorescence; Potency, µM (titrated, usually from 59.4 µM), for inactives: top-dose activity change, negative = inhibition, most hits filed as inhibitors; 330,000 tested, 0.092% active;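 note: 0% = full enzyme activity and -100% = no enzyme basal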
FEN1 inhibitor – blocks human flap endonuclease 1 | P39748 | Recombinant FEN1 flap cleavage, fluorescence, 15 min | Potency, µM (highest dose often 114 µM), for the others: at the highest dose activity change, negative = inhibition, most hits filed as inhibitors | 390,000 tested, 0.35% active | AID 588795; note: nearly all actives have a fitted effect of over 65% in size
Target sequence (P39748 whole entry, looked up): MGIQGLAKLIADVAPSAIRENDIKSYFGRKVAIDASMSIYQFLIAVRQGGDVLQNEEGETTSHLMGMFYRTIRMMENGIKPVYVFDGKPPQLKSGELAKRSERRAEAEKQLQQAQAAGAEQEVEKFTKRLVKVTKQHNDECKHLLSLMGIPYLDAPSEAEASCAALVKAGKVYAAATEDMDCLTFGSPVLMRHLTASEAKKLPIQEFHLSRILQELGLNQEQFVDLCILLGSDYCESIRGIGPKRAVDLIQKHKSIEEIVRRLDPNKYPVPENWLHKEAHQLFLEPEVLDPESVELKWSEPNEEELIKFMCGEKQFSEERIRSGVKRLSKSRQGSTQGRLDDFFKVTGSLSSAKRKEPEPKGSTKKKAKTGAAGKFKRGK
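FEN1 at 10 nM, compound pretreatment for 15 min (room temperature), 50 nM final substrate to initiate; endpoint reads at 0 and 15 min; DMSO-only plates used as vehicle background.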
* marks the source's active call; other numbers are inactive results. Calls come from the whole dose curve; as a rule, active = well fitted curve in the direction sought with a large enough effect; inconclusive = small, poorly fitted or top-dose-only effect, or another doubt; inactive = no such curve, though single readings can be large; an effect the other way counts as inactive or inconclusive. Unless noted, % is set by controls: 0 for no effect and ±100 for the full control effect; potency is the fitted concentration of half-maximal effect.

For Cc1ccc(NC(=O)CSc2nc3ccc(Nc4nc(N5CCOCC5)nc(N5CCOCC5)n4)cc3s2)cc1 the results were KAT2A inh -6.1%, N370S GC 11.1% and FEN1 inhibitor -10.7%.
Screening COc1ccc(C(=O)C(C)OC(=O)c2sc(C)nc2C)cc1 (stereo not drawn) returned KAT2A inh -9.6% and FEN1 inhibitor 7.2%.
O=C(Nc1nnc(CCc2ccccc2)s1)C1CCCO1 (stereo not drawn) was read as KAT2A inh 0.5%, N370S GC 0.3% and FEN1 inhibitor -1.0%.
`Oc1ccc(O)c2c1C1c3ccccc3C2c2ccccc21` gave KAT2A inh -7.0% and N370S GC -17.5%.
For O=C(Cc1ccc2ccccc2c1)NC(Cc1ccccc1)C(=O)O (stereo not drawn) the results were KAT2A inh -10.9% and FEN1 inhibitor -13.5%.
N#CC1(c2ccccc2)CCCN1C(=O)c1ccc(Br)o1 (stereo not drawn) was read as KAT2A inh 0.9%, N370S GC 6.5% and FEN1 inhibitor -1.6%.
For O=C(Nc1nc2ccccc2[nH]1)C1CC1 the results were KAT2A inh 3.7%, N370S GC 18.5% and FEN1 inhibitor 3.1%.
CCSc1nnc(NC(=O)C2Cc3ccccc3CN2S(=O)(=O)CC)s1 (stereo not drawn) was read as KAT2A inh -5.1%, N370S GC 7.4% and FEN1 inhibitor 1.1%.
`CNC(=O)NC(=O)COc1c(F)c(F)cc(F)c1F` gave KAT2A inh -3.0%, N370S GC 1.4% and FEN1 inhibitor 0.5%.
CC(C)c1ccc(N2C=Nc3ccc(C(C)C)cc3C2)cc1 was read as KAT2A inh -2.6%, N370S GC 3.0% and FEN1 inhibitor -11.8%.
Cc1noc(C)c1CSCC(=O)Nc1ccc(OC(F)F)c(Cl)c1 was read as KAT2A inh -4.9%, N370S GC -4.4% and FEN1 inhibitor -0.1%.
COc1ccccc1CC(=O)Nc1sc2c(c1C(N)=O)CCCC2 was read as KAT2A inh -0.7%, N370S GC 15.2% and FEN1 inhibitor -2.0%.
`CN(CC(=O)Nc1ccccc1Cl)C(=O)c1ccc(N2CCCCCC2)c([N+](=O)[O-])c1` gave KAT2A inh -3.7% and FEN1 inhibitor 11.8%.
For COC(=O)c1cn(CCOc2ccccc2OC)c2ccccc12 the results were KAT2A inh -2.7%, N370S GC 8.9% and FEN1 inhibitor -5.6%.
`COc1ccc(Cl)cc1CSc1n[nH]c(C)n1` gave KAT2A inh 3.6%, N370S GC 3.6% and FEN1 inhibitor -10.2%.
`OCCSc1nc(-c2ccccc2)nc2ccc(F)cc12` gave KAT2A inh -6.7%, N370S GC 15.7% and FEN1 inhibitor -25.6%.
For COc1ccccc1NC(=O)COc1ccc(/C=N/NC(=O)CSCc2ccc(Cl)cc2)cc1 the results were KAT2A inh -11.3%, N370S GC -8.8% and FEN1 inhibitor -4.4%.
COc1ccccc1C(=O)NC(=O)Nc1c(C)cc(C)cc1C was read as KAT2A inh 1.8%, N370S GC -10.4% and FEN1 inhibitor -22.7%.
Screening O=C(NCC1CC1)c1ccc2c3n(nc2c1)-c1ccccc1CO3 returned KAT2A inh -8.8%, N370S GC -7.1% and FEN1 inhibitor inconclusive.
For Cc1cc(/C=C2/SC(=O)N(CC(=O)N3CCCC3)C2=O)ccc1N1CCOCC1 the results were KAT2A inh -8.2%, N370S GC -10.6% and FEN1 inhibitor 1.2%.
For CCOc1ccc(S(=O)(=O)Nc2cccc(C(=O)N3CC(C)OC(C)C3)c2)cc1 (stereo not drawn) the results were KAT2A inh -1.9%, N370S GC 3.5% and FEN1 inhibitor -5.1%.
Screening CCOC(=O)/C(=N\Nc1cccc(C(F)(F)F)c1)N1CCOCC1 returned KAT2A inh -12.0%, N370S GC -1.6% and FEN1 inhibitor 0.6%.
COc1ccccc1N1CCN(C(=O)c2ccc3c(c2)NC(=O)C(CSCc2ccccc2C)N3)CC1 (stereo not drawn) was read as KAT2A inh inconclusive and N370S GC -9.8%.
Screening CC1(N2CCOCC2)CC2(O)C(=[N+]1[O-])CCc1nonc12 (stereo not drawn) returned KAT2A inh 0.7% and N370S GC 18.3%.
COc1ccc(C(=O)COC(=O)CCCC(=O)Nc2cc(C(F)(F)F)ccc2Cl)cc1 was read as KAT2A inh -2.9% and FEN1 inhibitor inconclusive.
`Oc1ccc(-n2nnnc2SCc2c(F)cccc2Cl)cc1` gave KAT2A inh -15.5%, N370S GC 11.0% and FEN1 inhibitor inconclusive.
CCn1c2ccccc2c2cc(NC(=O)CSc3nnc(C4CC4)n3Cc3ccco3)ccc21 was read as KAT2A inh inconclusive, N370S GC -8.7% and FEN1 inhibitor -13.8%.
Screening N#CCCn1cc(/C=N/O)c(-c2cccc([N+](=O)[O-])c2)n1 returned KAT2A inh -6.8%, N370S GC 4.2% and FEN1 inhibitor -0.6%.
Screening CCN1CCN(CC(=O)Nc2ccc(C)cc2C)C(=O)C1=O returned KAT2A inh -19.5%, N370S GC 22.1% and FEN1 inhibitor -3.7%.
Screening COc1ccccc1NS(=O)(=O)c1cc2c3c(c1)CCN3C(=O)CC2 returned KAT2A inh -3.1%, N370S GC 1.4% and FEN1 inhibitor -2.2%.
CC(=O)N(C)c1ccc(NS(=O)(=O)c2cccc3nsnc23)cc1 was read as KAT2A inh -14.1%, N370S GC -7.9% and FEN1 inhibitor 11.2%.
Screening O=C(COC(=O)c1ccccc1NC(=O)c1ccco1)Nc1ccc2c(c1)OCO2 returned KAT2A inh -0.5%, N370S GC 12.0% and FEN1 inhibitor -14.2%.
Screening O=[N+]([O-])/C(C(=C(Cl)Cl)N1CCOCC1)=C1\NCCO1 returned KAT2A inh -1.9%, N370S GC -1.0% and FEN1 inhibitor 5.8%.
CCOc1ccc(OCC(=O)OCC(=O)N2CCN(C(=O)c3ccco3)CC2)cc1 was read as KAT2A inh -12.3%, N370S GC -5.9% and FEN1 inhibitor 4.0%.
`O=S(=O)(Cc1ccc(Cl)cc1)CC(O)COCc1ccccc1` (stereo not drawn) gave KAT2A inh -5.6%, N370S GC 16.8% and FEN1 inhibitor 2.6%.
Screening COc1ccc(C(=O)N2CCCC(C(=O)c3ccccc3OC)C2)cc1OC (stereo not drawn) returned KAT2A inh -2.5%, N370S GC -7.8% and FEN1 inhibitor -5.8%.
Cc1cc(C(=O)N/N=C/c2cccnc2)n[nH]1 was read as KAT2A inh -7.7%, N370S GC -0.2% and FEN1 inhibitor -1.9%.
`Cc1occc1C(=O)NC1CCCCCC1` gave KAT2A inh -0.3%, N370S GC -6.7% and FEN1 inhibitor 5.0%.
Cc1ccc(S(=O)(=O)N2CCCC2)cc1C(=O)NCCN1CCOCC1 was read as KAT2A inh -4.7%, N370S GC 11.0% and FEN1 inhibitor 10.1%.
Screening O=C(NC(=S)Nc1ccc(N2CCOCC2)cc1)c1cccc([N+](=O)[O-])c1 returned KAT2A inh 0.4%, N370S GC 8.3% and FEN1 inhibitor -4.4%.
`O=C(NCCc1ccccc1)c1ccc(Cl)c(S(=O)(=O)N2CCCC2)c1` gave KAT2A inh 1.6%, N370S GC -10.3% and FEN1 inhibitor 2.2%.
For COc1cc(C2c3c(-c4c(C)cc(C)cc4O)n[nH]c3C(=O)N2CCCOC(C)C)cc(OC)c1OC (stereo not drawn) the results were KAT2A inh 0.8% and FEN1 inhibitor -5.0%.
`O=C(CNC(=O)c1ccc(Br)cc1)Nc1ccc2c(c1)CCC2` gave KAT2A inh -6.9% and FEN1 inhibitor 0.1%.
`O=C(CNC(=O)c1cccs1)Nc1ccncc1` gave KAT2A inh -3.4%, N370S GC -10.1% and FEN1 inhibitor -2.8%.
Screening CCc1nnc(SC(CC)C(=O)Nc2ccc(OC)c(Cl)c2)c2cc3occc3n12 (stereo not drawn) returned KAT2A inh -4.4% and FEN1 inhibitor -10.5%.
`Clc1ccccc1OCCN1CCCCC1` gave KAT2A inh -0.2%, N370S GC -2.8% and FEN1 inhibitor -4.6%.
`Cn1cccc1Cc1nnc(SCC(=O)N2CCCCCC2)n1-c1ccc(F)cc1` gave KAT2A inh -0.4%, N370S GC -3.5% and FEN1 inhibitor -0.2%.
O=C1c2ccccc2C(=O)N1CN(C(=O)COc1ccccc1)c1ccccc1 was read as KAT2A inh -1.0%, N370S GC inconclusive and FEN1 inhibitor -1.4%.
`Cc1ccc(S(=O)(=O)N(C)CC(=O)N(CC(C)C)C2CCS(=O)(=O)C2)cc1` (stereo not drawn) gave KAT2A inh 0.3%, N370S GC -16.8% and FEN1 inhibitor 0.5%.
CCN=C1SC(CC(=O)NCC)C(=O)N1CC (stereo not drawn) was read as KAT2A inh -1.6%, N370S GC -2.1% and FEN1 inhibitor -8.2%.
Screening CCCN(CC(=O)Nc1ccccc1C)C(=O)c1ccc2c(c1)OCO2 returned KAT2A inh 4.0% and FEN1 inhibitor 4.1%.
For CCC(=O)c1cc(F)c(N2CCN(C(=O)c3ccco3)CC2)cc1C the results were KAT2A inh -18.2%, N370S GC 14.8% and FEN1 inhibitor -3.2%.
`C[n+]1cccc(C(=O)NNC(=O)C23CC4CC(CC(C4)C2)C3)c1` gave KAT2A inh -12.9%, N370S GC 3.8% and FEN1 inhibitor 0.8%.
COc1ccccc1-c1noc(CCCC(=O)NCc2ccco2)n1 was read as KAT2A inh -3.8% and FEN1 inhibitor 2.3%.
Cc1ccc(SCCC(=O)Nc2ccccc2C(=O)NC(C)C)cc1 was read as KAT2A inh 3.4%, N370S GC 2.5% and FEN1 inhibitor 1.2%.
For C#CCOc1ccc(/C=C2/C(=O)ON=C2C)cc1Br the results were KAT2A inh -5.5%, N370S GC 0.8% and FEN1 inhibitor -1.9%.
For COc1cc(C(=O)Nc2sc3c(c2C(=O)O)CCC3)cc(OC)c1OC the results were KAT2A inh 0.0%, N370S GC 1.1% and FEN1 inhibitor -20.5%.
Screening Cc1cc(N2C(=O)CCC2=O)ccc1NC(=O)c1cccs1 returned KAT2A inh -1.1%, N370S GC 3.9% and FEN1 inhibitor 5.8%.
For Fc1ccc(-n2c(Cc3ccccc3)nnc2SCc2nc(-c3cccs3)no2)cc1 the results were KAT2A inh -17.4%, N370S GC inconclusive and FEN1 inhibitor -16.6%.
Screening O=C(c1ccco1)N1CCC(c2nc(-c3ccc(F)cc3)no2)CC1 returned KAT2A inh -2.4%, N370S GC -0.5% and FEN1 inhibitor 2.8%.
N#Cc1ccc(C(=O)NC23CC4CC(CC(C4)C2)C3)cc1 was read as KAT2A inh 4.2%, N370S GC -3.9% and FEN1 inhibitor 6.0%.
Screening COc1ccc(C(C(=O)NC2CCCC2)N(C(=O)c2snc(C(N)=O)c2N)C2CCCC2)cc1OC (stereo not drawn) returned KAT2A inh -4.1%, N370S GC 5.4% and FEN1 inhibitor -10.0%.
`CC(=O)N/C(=C\c1ccccc1)C(=O)OCC(=O)NC1CCCC1` gave KAT2A inh 0.6%, N370S GC 0.5% and FEN1 inhibitor 29.7%.
COc1ccc(CN2C(=O)C(NC(=O)c3cccc(C)c3)(C(F)(F)F)N=C2c2ccccc2)cc1 (stereo not drawn) was read as KAT2A inh -9.1% and FEN1 inhibitor -17.0%.
For O=C(Cn1cc([N+](=O)[O-])ccc1=O)NC1CCCCC1 the results were KAT2A inh -0.5% and FEN1 inhibitor -9.3%.
`CN(C)/C=N/c1ncnc2c1cnn2-c1ccc(C(F)(F)F)cn1` gave KAT2A inh -3.0%, N370S GC -0.5% and FEN1 inhibitor 1.2%.
`CCOC(=O)c1cc(-c2ccc(N3CCOCC3)cc2)nn1-c1ccccc1` gave KAT2A inh -3.9%, N370S GC 5.8% and FEN1 inhibitor -17.7%.
Screening C/C(Cc1ccccc1)=N\NC(=O)c1ccc(F)cc1 returned KAT2A inh -3.8%, N370S GC 8.5% and FEN1 inhibitor -2.1%.

Source: PubChem
